Screening data as filed in PubChem.
E-sel TNF inh: TNF alpha driven E-selectin expression inhibition. HUVEC TNFa-induced E-selectin immunofluorescence, high content. inhibition, % at 2 µM. actives 0.71% (n = 120,000);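 active means inhibition above the batch mean plus 3 SD, and confirmed as a hit on visual image review, cut at about 43% in these data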;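 further: 0% = TNF-stimulated DMSO wells and 100% = unstimulated control wells; not every result past the cut was called active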
Yeast life ext: yeast lifespan extension | AID 775 | S. cerevisiae growth with nicotinamide, OD615; deaD strain in restrictive glucose medium | actives 0.68% (n = 130,000) | inhibition of the nicotinamide effect, % at 10 µM;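 active means inhibition above a set limit, placed 3 SD over the median of all compounds, cut at about 26% in these data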;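 further: 0% = nicotinamide-treated wells and 100% = cells grown without nicotinamide; some compounds called inactive have numbers as strong as hits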
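System: Modified budding yeast, DeaD strain | Buffer or medium: Restrictive glucose medium | Also added: 1.5 mM nicotinamide | Doses: 10 µM single point, 0.25% DMSO | Schedule: 48 h compound exposure at 30 °C, humidified | Detection: Absorbance at 615 nm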
PTEN del growth: suppresses growth of cells with PTEN deletion. HCT116 PTEN-null viability, CellTiter-Glo, 60 h; hits give low values. viability, % at 10 µM. actives 1.2% (n = 140,000). AID 827;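 active means viability at or below a set limit, 4 SD under the median of all tested compounds, cut at about 3.7% in these data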;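 further: PTEN knockout HCT116 line with beta catenin targeted HCT116 as companion control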
Measles CPE: protection of cells from measles virus | AID 841 | actives 1.5% (n = 140,000) | protection (pct of control), % at 4 µM | Measles virus-infected cells, CPE protection, absorbance; in the data active means protection mostly above about 24%, no sharp cut-off; inactive means mostly below about 26%; further: some compounds called inactive have numbers as strong as hits
NPY-Y2 antag: antagonists of human neuropeptide Y receptor Y2; P49146; NPY-Y2 expressing cells, antagonist mode; inhibition, % at 2.7 µM; actives 0.99% (n = 140,000); in the data active means inhibition above about 17%;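 further: 0% = vehicle with agonist challenge and 100% = reference antagonist with challenge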
Target sequence (P49146 whole entry, looked up): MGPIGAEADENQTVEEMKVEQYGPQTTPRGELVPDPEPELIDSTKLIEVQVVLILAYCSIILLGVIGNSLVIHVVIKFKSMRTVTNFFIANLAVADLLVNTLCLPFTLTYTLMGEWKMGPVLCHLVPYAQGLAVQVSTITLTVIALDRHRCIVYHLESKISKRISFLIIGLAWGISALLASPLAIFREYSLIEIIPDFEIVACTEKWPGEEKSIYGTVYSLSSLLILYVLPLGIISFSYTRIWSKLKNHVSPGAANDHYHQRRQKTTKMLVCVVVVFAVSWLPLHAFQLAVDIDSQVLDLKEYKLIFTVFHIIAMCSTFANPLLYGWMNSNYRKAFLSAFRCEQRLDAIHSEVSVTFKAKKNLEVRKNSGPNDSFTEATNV
Yeast growth inh: chemicals that inhibit yeast BB579 growth in restrictive medium (lifespan-shortening candidates); S. cerevisiae BB579 growth, OD615, 48 h; inhibition, % at 10 µM; actives 0.51% (n = 140,000);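 active means inhibition above a set limit, 3 SD over the mean compound inhibition, cut at about 44% in these data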; further: inactives centre near -24
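Detection: OD615 turbidity measurement; Material: Saccharomyces cerevisiae DeaD strain BB579, replicative lifespan model yeast; Timing: 48 h exposure, 30 °C; Doses: single 10 µM dose; Medium: CSMM-D restrictive synthetic medium containing dextrose (glucose); Controls: amphotericin B at 10 µg/mL as positive control.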
Phagocyt inh: macrophage phagocytosis inhibition. J774A.1 macrophage IgG-bead phagocytosis, imaging. inhibition, % at 5 µM. actives 0.07% (n = 110,000). AID 1029;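 active means inhibition above the mean of the plate negative controls plus 5 SD, cut at about 13% in these data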;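 further: phagocytic index as fraction of beads internalized from green versus red external bead signal; plate controls were DMSO negative control for no effect and cytochalasin-D positive control for full effect; some results beyond the cut were filed as inactive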
GALR2 antag: blocks the human galanin receptor 2. O43603. GALR2-expressing cells, antagonist mode. inhibition, % at 4 µM. actives 0.39% (n = 140,000). AID 828; in the data active means inhibition above about 27%;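 further: cells stimulated with galanin 1-16 at roughly its EC80; 0% = agonist challenge control and 100% = basal control without agonist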
Target sequence (O43603 whole entry, looked up): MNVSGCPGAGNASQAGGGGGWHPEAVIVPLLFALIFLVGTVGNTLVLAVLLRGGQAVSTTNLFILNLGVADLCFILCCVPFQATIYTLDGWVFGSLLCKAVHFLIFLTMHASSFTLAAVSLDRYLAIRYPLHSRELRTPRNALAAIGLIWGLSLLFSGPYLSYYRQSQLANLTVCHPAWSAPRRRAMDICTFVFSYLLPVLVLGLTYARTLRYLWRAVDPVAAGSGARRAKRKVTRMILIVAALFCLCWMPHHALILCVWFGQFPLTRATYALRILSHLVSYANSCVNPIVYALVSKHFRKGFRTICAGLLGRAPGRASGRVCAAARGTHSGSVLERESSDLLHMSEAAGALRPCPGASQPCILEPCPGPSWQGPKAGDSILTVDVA
HCT116 bCat-KO: beta-catenin-lacking colon tumor cell growth suppression; HCT116 beta-catenin knockout viability, CellTiter-Glo, 60 h; hits give low values; actives 1.5% (n = 140,000); viability, % at 10 µM;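 active means viability at or under a set limit, the compound median less 4 SD, cut at about 6% in these data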;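 further: 0% = Hyamine 1622 control at 20 µM and 100% = untreated cell control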
MRP-1 activ: MRP-1 activation | H69AR cells + doxorubicin, viability rescue, CellTiter-Glo | viability increase, % at 10 µM | AID 799 | actives 0.61% (n = 140,000);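 active means viability gain under doxorubicin at or above a set limit, the compound median plus 3 SD, cut at about 4.7% in these data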;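 further: MRP-1 overexpressing cells given doxorubicin 25 µM after compound pretreatment; 18-22 h compound pretreatment then 72 h with doxorubicin before readout; 0% = doxorubicin-only wells and 100% = vehicle-treated cells without doxorubicin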
* hit, by the source's call; nt = not tested or not shown.

#1 O=C(CCc1ccccc1)Nc1ncn[nH]1
#2 COc1cc(NC(=O)CSc2nc3c(C)ccc(C)c3cc2C)c(C(=O)O)cc1OC
#3 O=C(NCc1ccccn1)c1ccc(NC(=O)c2ccco2)cc1
#4 COc1ccc(S(=O)(=O)N2CCN(Cc3ccccc3)CC2)cc1
#5 CCN(CC)CCNCc1ccc(-c2ccc(Cl)cc2)o1
#6 Cc1cc(NC(=O)c2ccc(S(=O)(=O)N3CCCC3)cc2)nc2c1c(=O)oc1ccccc12
assay / entry	1	2	3	4	5	6
E-sel TNF inh	nt	-5	-22	6	-3	0
Yeast life ext	-15	9	-3	-17	5	-8
PTEN del growth	87	93	91	97	84	62
Measles CPE	14	4	19	3	8	12
NPY-Y2 antag	10	1	-2	3	8	2
Yeast growth inh	-6	-27	-26	-45	7	-42
Phagocyt inh	nt	-10	-1	0	-1	nt
GALR2 antag	0	-6	0	3	1	-22
HCT116 bCat-KO	96	98	105	100	73	40
MRP-1 activ	-2.1	-1.0	-2.4	-4.8	-1.8	-5.5

#7 Cc1cccc(CSC2=NCCN2C(=O)c2ccco2)c1
#8 CN1CCN(NC(=O)CN2C(=O)/C(=C/c3ccccc3Cl)SC2=S)CC1
#9 CCc1cc2cc(C(=O)N3CCN(Cc4ccccc4)CC3)sc2s1
#10 Cc1ccc(NCc2nnc(SCC#N)o2)c(C)c1
#11 N#C/C(=C\c1ccc2c(c1)OCCO2)C(=O)NC1CCCCC1
#12 COc1ccc(N(Cc2ccco2)C(=O)c2ccccc2F)cc1OC
assay / entry	7	8	9	10	11	12
E-sel TNF inh	-4	14	nt	-15	nt	15
Yeast life ext	-10	-12	-16	nt	2	5
PTEN del growth	99	103	103	97	90	67
Measles CPE	12	5	8	5	11	3
NPY-Y2 antag	5	0	7	1	4	0
Yeast growth inh	-1	-45	-28	-25	-17	-50
Phagocyt inh	0	0	0	nt	-3	0
GALR2 antag	-7	-1	5	1	6	2
HCT116 bCat-KO	94	89	97	81	88	74
MRP-1 activ	1.8	-1.1	-0.3	-1.7	-1.0	-1.9

#13 O=C(CC1S/C(=N/N=C/C=C/c2ccccc2)NC1=O)Nc1ccc(Cl)c(Cl)c1 (configuration not stated)
#14 Cc1ccc(C(=O)NCc2occc2C(=O)O)o1
#15 Cc1cccnc1Nc1nc(-c2ccc(O)cc2)cs1
#16 COc1ccc(/C=C2/N=C(SC3CCOC3=O)N(c3cccc(OC)c3)C2=O)cc1 (configuration not stated)
#17 COc1ccc(CSC(=N)N)cc1[N+](=O)[O-]
#18 CNC(=S)N(Cc1cccs1)Cc1cc2cc(OC)ccc2[nH]c1=O
assay / entry	13	14	15	16	17	18
E-sel TNF inh	-7	-43	16	6	12	nt
Yeast life ext	-4	0	-18	-5	1	2
PTEN del growth	75	99	79	94	16	91
Measles CPE	29	5	2	12	6	24
NPY-Y2 antag	-2	2	-3	3	4	-1
Yeast growth inh	-15	-2	7	-35	-75	3
Phagocyt inh	-7	-1	nt	-12	0	-4
GALR2 antag	5	-12	0	6	-13	-9
HCT116 bCat-KO	78	104	87	95	14	88
MRP-1 activ	-6.0	-2.0	-1.6	5.2*	3.3	-1.6

#19 O=C(CSc1nnnn1C1CCCCC1)NCc1ccco1
#20 C/C(=N\NC(=O)c1ccccc1-n1cccc1)C1CC1
#21 Cc1ccccc1-c1nc2cc(Cl)ccc2o1
#22 Cc1cccc(OCC(=O)O/N=C(\N)c2ccccn2)c1
#23 Cc1nc2ccc(S(=O)(=O)NC(C(=O)N3CCn4c3nc3ccccc34)C(C)C)cc2s1 (configuration not stated)
#24 Cc1[nH]n2c(=O)c3c(nc2c1-c1ccccc1)CCC3
assay / entry	19	20	21	22	23	24
E-sel TNF inh	8	nt	-4	16	nt	-16
Yeast life ext	-3	2	-22	-27	-6	-11
PTEN del growth	102	93	90	95	86	83
Measles CPE	8	2	15	5	22	3
NPY-Y2 antag	-1	3	1	3	-1	2
Yeast growth inh	-21	-16	-36	-38	-49	-20
Phagocyt inh	2	3	1	nt	0	0
GALR2 antag	4	2	12	16	-14	-5
HCT116 bCat-KO	91	85	97	94	86	97
MRP-1 activ	-3.5	-1.0	-3.7	1.2	-1.1	-1.7

Reprinted from the part before: three entries; new compounds follow.
#22 Cc1cccc(OCC(=O)O/N=C(\N)c2ccccn2)c1
#23 Cc1nc2ccc(S(=O)(=O)NC(C(=O)N3CCn4c3nc3ccccc34)C(C)C)cc2s1 (configuration not stated)
#24 Cc1[nH]n2c(=O)c3c(nc2c1-c1ccccc1)CCC3
#25 O=C(CSc1nnnn1C1CCCC1)Nc1ccc(F)cc1
#26 CCOC(=O)C1=C(C)NC2=C(C(=O)CCC2)C1c1cccnc1 (configuration not stated)
#27 O=C(c1ccc(S(=O)(=O)N2CCOCC2)cc1)N1CCN(c2ccc(F)cc2)CC1
#28 COc1ccccc1NC(=O)CSc1nnc(Cc2ccccc2)o1
#29 CCc1cccc(C)c1NC(=O)CCCC(=O)O
#30 Cc1ccc(NC(=O)CCn2ccc([N+](=O)[O-])n2)nc1
assay / entry	22	23	24	25	26	27	28	29	30
E-sel TNF inh	16	nt	-16	-29	-8	16	13	5	nt
Yeast life ext	-27	-6	-11	-3	-8	4	-11	9	-2
PTEN del growth	95	86	83	90	104	101	95	110	85
Measles CPE	5	22	3	4	44	6	17	6	6
NPY-Y2 antag	3	-1	2	2	-1	-1	3	1	0
Yeast growth inh	-38	-49	-20	-20	-17	-50	-29	-63	-25
Phagocyt inh	nt	0	0	nt	0	-1	-2	7	-2
GALR2 antag	16	-14	-5	-4	-4	-3	12	-16	-1
HCT116 bCat-KO	94	86	97	89	105	86	98	101	88
MRP-1 activ	1.2	-1.1	-1.7	-2.5	-1.9	-3.1	-0.8	0.7	-2.4

#31 CCC(NS(=O)(=O)c1ccc(OC)cc1)C(=O)NCCC1=CCCCC1 (configuration not stated)
#32 Cc1[nH]n(-c2ccc(Cl)cc2)c(=O)c1C=Nc1ccc(S(=O)(=O)N2CCOCC2)cc1
#33 [O-]C1=N/[N+](=C/c2ccc(Cl)cc2)CC1
#34 CCNS(=O)(=O)c1ccc(CCC(=O)NCCC2=CCCCC2)cc1
#35 CNC(=O)C(C)NS(=O)(=O)c1ccc(F)cc1 (configuration not stated)
#36 Cc1cc(O)c(C(C[N+](=O)[O-])c2ccc(Cl)cc2Cl)c(=O)o1 (configuration not stated)
assay / entry	31	32	33	34	35	36
E-sel TNF inh	33	nt	4	21	1	8
Yeast life ext	0	-2	-6	-2	-7	3
PTEN del growth	106	77	101	96	93	87
Measles CPE	9	5	11	3	12	3
NPY-Y2 antag	3	-1	-2	3	1	0
Yeast growth inh	-35	-36	-12	-9	13	-16
Phagocyt inh	0	0	nt	-2	-2	1
GALR2 antag	-7	-9	-3	-5	-6	-3
HCT116 bCat-KO	91	76	98	96	82	98
MRP-1 activ	0.5	-1.5	-0.1	-0.6	-2.1	-4.4

#37 CC1C2CC(C(S(=O)(=O)N3CCOCC3)C2=O)C1(C)C (configuration not stated)
#38 CCOc1ccc(NC(=O)CCS(=O)(=O)c2ccc3c(c2)CCCN3C(=O)CC)cc1
#39 Cc1ccc(S(=O)(=O)NCCN=C(CN2CCOCC2)NS(=O)(=O)c2ccc(C)cc2)cc1
#40 COc1cc(OC)c(C#N)c(S(=O)(=O)Cc2ccccc2)c1
#41 COc1ccc(S(=O)(=O)NCCSCc2ccco2)cc1C
#42 O=c1oc2ccccc2c(O)c1/C=C1\C=Nc2ccccc21
assay / entry	37	38	39	40	41	42
E-sel TNF inh	nt	nt	nt	15	2	16
Yeast life ext	-3	-14	8	-17	nt	-4
PTEN del growth	105	90	103	93	94	62
Measles CPE	11	7	4	3	6	11
NPY-Y2 antag	-2	1	4	3	9	5
Yeast growth inh	-30	-13	-61	-53	-20	86*
Phagocyt inh	-2	1	-1	nt	nt	nt
GALR2 antag	-3	-2	2	-1	-6	9
HCT116 bCat-KO	98	82	105	97	91	75
MRP-1 activ	-0.5	-0.8	-1.5	-1.2	-2.7	-4.9

#43 CCCCNC(=O)/C=C/c1cccs1
#44 Cc1cc(NC(=O)COc2cccc(C)c2C)no1
#45 Cc1sc(NC(=S)NC(=O)C(C)(C)C)c(C(N)=O)c1C
#46 COc1ccccc1NC(=O)C1=C(C)Nc2ncnn2C1c1ccccc1C (configuration not stated)
#47 O=C(c1csc(Nc2ccccc2Cl)n1)N1CCCC1
#48 O=C(Nc1c(-c2ccccc2)nc2sccn12)c1ccccc1
assay / entry	43	44	45	46	47	48
E-sel TNF inh	nt	nt	3	3	18	-56
Yeast life ext	-5	-11	9	-20	-23	-10
PTEN del growth	106	99	95	100	94	93
Measles CPE	10	27	27	7	9	16
NPY-Y2 antag	0	1	0	2	0	0
Yeast growth inh	-24	-78	-41	-18	-35	9
Phagocyt inh	-3	-1	-4	nt	0	2
GALR2 antag	5	-8	4	0	5	9
HCT116 bCat-KO	99	102	103	90	112	90
MRP-1 activ	0.2	0.1	-2.6	-1.5	2.4	-1.0

#49 COc1ccc(NC(C)=O)cc1NC(C)C(=O)Nc1ccc(F)cc1 (configuration not stated)
#50 COCCn1c(Cc2ccccc2)nnc1SCC(=O)NC(C)(C)C
#51 Cc1cccc(NC(=O)C2CCCN2C(=O)Oc2ccccc2)c1C (configuration not stated)
#52 Cc1ccc(NC(=O)N(CCCN2CCOCC2)Cc2cc3cc4c(cc3[nH]c2=O)OCO4)cc1
#53 Cc1ccc(-n2c(SCC(=O)Nc3cc(C)on3)nc3c(c2=O)SC(C)C3)cc1 (configuration not stated)
assay / entry	49	50	51	52	53
E-sel TNF inh	nt	-1	-40	nt	31
Yeast life ext	-18	-6	nt	-2	0
PTEN del growth	93	100	93	83	69
Measles CPE	38	0	12	19	10
NPY-Y2 antag	0	2	-2	3	2
Yeast growth inh	-31	-33	-3	-3	-4
Phagocyt inh	0	-1	nt	-1	0
GALR2 antag	-6	-7	3	-6	5
HCT116 bCat-KO	92	91	92	73	71
MRP-1 activ	-2.5	1.8	-1.9	0.9	-4.2
